BAZ2B block = BAZ2B (human) inhibition. Q9UIF8. AlphaScreen BAZ2B-H3K14Ac peptide displacement. Potency, µM (highest dose often 114 µM), inactives show top-dose activity change, negative = inhibition, usual class: inhibitors. hit rate 4.4% among 360,000; further: on the % scale 0 is the no-effect control and ±100 the full control effect; nearly all actives have a fitted effect of over 60% in size
Target sequence (Q9UIF8 whole entry, looked up): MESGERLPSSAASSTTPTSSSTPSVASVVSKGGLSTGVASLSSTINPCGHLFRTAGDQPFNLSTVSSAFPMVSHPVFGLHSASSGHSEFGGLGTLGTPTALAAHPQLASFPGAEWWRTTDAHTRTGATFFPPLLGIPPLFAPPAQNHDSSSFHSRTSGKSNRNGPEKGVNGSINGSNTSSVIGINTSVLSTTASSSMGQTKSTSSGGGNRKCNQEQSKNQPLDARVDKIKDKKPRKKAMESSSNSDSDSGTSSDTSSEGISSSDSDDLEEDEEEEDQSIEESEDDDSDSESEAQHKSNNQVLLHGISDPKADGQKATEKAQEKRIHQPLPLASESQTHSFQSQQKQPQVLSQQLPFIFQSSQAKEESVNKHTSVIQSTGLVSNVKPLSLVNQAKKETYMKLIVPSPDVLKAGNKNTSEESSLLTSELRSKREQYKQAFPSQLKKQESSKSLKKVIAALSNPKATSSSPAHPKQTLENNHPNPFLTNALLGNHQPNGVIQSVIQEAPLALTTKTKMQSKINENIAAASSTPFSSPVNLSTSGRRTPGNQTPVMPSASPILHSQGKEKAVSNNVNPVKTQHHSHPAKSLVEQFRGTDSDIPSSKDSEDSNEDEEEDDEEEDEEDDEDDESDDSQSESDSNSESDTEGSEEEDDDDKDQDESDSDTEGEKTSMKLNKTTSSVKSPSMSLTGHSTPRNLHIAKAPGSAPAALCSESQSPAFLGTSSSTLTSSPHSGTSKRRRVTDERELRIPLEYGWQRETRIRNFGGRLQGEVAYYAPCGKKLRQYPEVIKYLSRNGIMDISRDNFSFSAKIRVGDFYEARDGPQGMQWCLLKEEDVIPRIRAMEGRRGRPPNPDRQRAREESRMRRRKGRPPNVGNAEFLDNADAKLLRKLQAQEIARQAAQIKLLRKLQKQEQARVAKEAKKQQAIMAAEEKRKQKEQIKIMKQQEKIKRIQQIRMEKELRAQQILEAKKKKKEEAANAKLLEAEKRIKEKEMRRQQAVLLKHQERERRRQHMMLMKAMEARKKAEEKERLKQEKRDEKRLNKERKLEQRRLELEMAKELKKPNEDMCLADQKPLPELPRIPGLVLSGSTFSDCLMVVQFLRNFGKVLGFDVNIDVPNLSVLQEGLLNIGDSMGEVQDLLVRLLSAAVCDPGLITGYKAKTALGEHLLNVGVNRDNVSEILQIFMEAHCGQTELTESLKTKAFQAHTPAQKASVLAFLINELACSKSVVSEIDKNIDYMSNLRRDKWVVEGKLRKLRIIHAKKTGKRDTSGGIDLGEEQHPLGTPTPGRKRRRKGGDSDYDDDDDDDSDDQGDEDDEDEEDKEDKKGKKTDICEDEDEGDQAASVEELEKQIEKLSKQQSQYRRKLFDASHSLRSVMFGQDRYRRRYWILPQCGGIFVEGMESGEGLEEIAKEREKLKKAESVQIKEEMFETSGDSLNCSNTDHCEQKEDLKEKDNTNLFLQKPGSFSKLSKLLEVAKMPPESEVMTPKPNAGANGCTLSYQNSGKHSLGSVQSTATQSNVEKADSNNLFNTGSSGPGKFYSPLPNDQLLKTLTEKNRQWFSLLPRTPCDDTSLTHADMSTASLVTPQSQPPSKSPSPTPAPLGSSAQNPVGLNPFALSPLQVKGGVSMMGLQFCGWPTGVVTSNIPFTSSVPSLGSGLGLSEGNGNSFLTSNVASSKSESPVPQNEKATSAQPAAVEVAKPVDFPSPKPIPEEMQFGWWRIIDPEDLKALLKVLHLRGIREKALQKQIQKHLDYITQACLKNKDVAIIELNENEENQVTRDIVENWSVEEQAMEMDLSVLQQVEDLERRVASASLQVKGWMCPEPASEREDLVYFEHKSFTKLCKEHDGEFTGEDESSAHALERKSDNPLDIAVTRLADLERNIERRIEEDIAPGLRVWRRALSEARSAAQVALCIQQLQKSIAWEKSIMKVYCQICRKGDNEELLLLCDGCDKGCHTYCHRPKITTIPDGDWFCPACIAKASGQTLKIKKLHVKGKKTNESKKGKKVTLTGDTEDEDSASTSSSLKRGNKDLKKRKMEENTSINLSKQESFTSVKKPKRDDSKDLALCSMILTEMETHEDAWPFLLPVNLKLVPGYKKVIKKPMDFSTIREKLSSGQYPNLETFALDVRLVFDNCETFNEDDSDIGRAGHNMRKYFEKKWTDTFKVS
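Compounds, titrated to a top concentration of 110 uM, were incubated 30 min at room temperature with preformed BAZ2B/acetyl-K14 H3 peptide complex (50 nM each). Proximity signal was measured by AlphaScreen after 20 min with beads.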
Pol iota inh = blocks human DNA polymerase iota activity. Pol iota fluorescent replication assay, 10 min. hit rate 1% among 390,000. Q9UNA4. Potency, µM (series often up to 115 µM), inactives show at the highest dose activity, negative = inhibition, most hits filed as inhibitors. AID 588590
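Pol iota at 10 nM preincubated 15 min with compounds at room temperature; reaction started with fluorescent substrate, 50 nM final. Fluorescence read kinetically at 0 and 10 min; buffer-only wells as negative control.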
PGK inhibitor = blocks T. brucei phosphoglycerate kinase; P07378; PGK/GAPDH coupled, Kinase-Glo luminescence, 60 min; Potency, µM (highest dose often 57.5 µM), for the others: top-dose activity change, negative = inhibition, actives largely listed as inhibitors; hit rate 0.043% among 380,000; further: on the % scale 0 is the no-effect control and ±100 the full control effect; nearly all actives have a fitted effect of over 60% in size
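Recombinant glycosomal PGK reaction used 1,3-bisphosphoglycerate generated in-well by GAPDH (100nM final) in 100mM TEA pH 7.6, 5mM MgCl2, 0.01% Tween-20. After 60 minutes at room temperature, ATP was read by Kinase-Glo Plus luminescence end-point.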
G9a block = G9a (human) methyltransferase inhibition. G9a H3K9 monomethylation, AlphaScreen, 2 h. Potency, µM (top dose mostly 102 µM), for inactives: at the highest dose activity, negative = inhibition, usual class: inhibitors. hit rate 8.8% among 350,000; further: on the % scale 0 is the no-effect control and ±100 the full control effect; nearly all actives have a fitted effect of over 75% in size
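Step 1: enzyme (final 20 nM) with compound, 15 min RT. Step 2: substrate peptide 500 nM and SAM 20 uM, 2 h RT. Step 3: anti-H3K9me1 antibody and AlphaScreen beads, 10 min, then plate read.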
GLS inhibitor = glutaminase GLS (human) inhibition; O94925; Potency, µM (highest dose often 45.5 µM), without a hit: at the highest dose activity change, negative = inhibition, actives largely listed as inhibitors; AID 624170; hit rate 0.21% among 410,000; GLS enzymatic activity, qHTS titration; further: on the % scale 0 is the no-effect control and ±100 the full control effect
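hKGA; 45 mM KH2PO4 pH 8.2 + 0.02% Tween-20; cpd via pin tool; 1 mM Gln soln; GluOx/HRP/Amplex Red; RT 30 min; fluor. t0 & final.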
BLM helicase inh = blocks DNA unwinding by human BLM helicase; recombinant BLM DNA unwinding, fluorescence dequenching; Potency, µM (highest dose often 56.1 µM), for the others: top-dose activity change, negative = inhibition, usual class: inhibitors; hit rate 0.2% among 350,000;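 further: plate controls were vehicle for no effect and no enzyme for full effect; nearly all actives have a fitted effect of over 35% in size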
JMJD2A Tudor inh = JMJD2A Tudor domain (human) inhibition. O75164. AlphaScreen JMJD2A-Tudor / H3K4me3 peptide binding. Potency, µM (top dose mostly 114 µM), for inactives: at the top dose activity change, negative = inhibition, hits mostly inhibitors. hit rate 4.4% among 390,000; further: on the % scale 0 is the no-effect control and ±100 the full control effect; nearly all actives have a fitted effect of over 50% in size
Pin1 inhibitor = human Pin1 inhibition | Q13526 | Pin1 FP peptide displacement, HiFluor488, 10 min | Potency, µM (titrated, usually from 115 µM), for the others: at the top dose activity, negative = inhibition, actives largely listed as inhibitors | hit rate 0.009% among 390,000 | AID 504891; active means well fitted inhibition curve with a large enough effect in the polarisation, with a control signal flat, not every such curve was filed as active; inconclusive means small, poorly fitted or top-dose-only effect, or effect the other way, or a change in a side signal; inactive means no such curve, though single readings can be large or run the other way; the % refers to the polarisation; further: on the % scale 0 is the no-effect control and ±100 the full control effect
HP1b chromo inh = blocks HP1-beta chromodomain binding to methylated histone tails. AlphaScreen HP1-beta / biotin-H3K9me3 peptide binding. Potency, µM (titrated, usually from 114 µM), for the others: top-dose activity change, negative = inhibition, usual class: inhibitors. hit rate 0.56% among 390,000. AID 540317; further: nearly all actives have a fitted effect of over 70% in size; inactives centre near 23
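HP1-beta protein (50 nM final) preincubated 30 min at room temperature with biotinylated H3(1-18)K9me3 peptide (50 nM) in PBS pH 7.4, 0.01% Tween-20, then compound added for 30 min. AlphaScreen streptavidin donor/nickel chelate acceptor beads (10 ug/mL final), 30 min dark, luminescence read.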
Numbers without * were called inactive; i = inactive; u = inconclusive; x = no result given; & = joins results of further samples; [ ] = dose if it differs, or a comment. Unless noted, the call rests on the fitted dose curve; in most records, active means well fitted curve in the direction sought with a large enough effect; inconclusive means small, poorly fitted or top-dose-only effect, or another doubt; inactive means no such curve, though single readings can be large; an effect the other way counts as inactive or inconclusive. Potency means the concentration at half of the fitted maximal effect. A portion of the library. The share of hits here may be higher or lower than overall.

Every second line gives: BAZ2B block	Pol iota inh	PGK inhibitor	G9a block	GLS inhibitor	BLM helicase inh	JMJD2A Tudor inh	Pin1 inhibitor	HP1b chromo inh
1) O=C(Nc1cccnc1Cl)c1cc2c(s1)-c1ccccc1OC2
  9.0%	u	-2.3%	-5.0%	-1.4%	-10.0%	8.3%	0.6%	36.4%[activator]
2) Cc1nnc(NC(=O)CSc2nnc(CC(=O)Nc3ccccc3F)n2C)s1
  -13.3%	28.3%	2.6%	13.9%	0.0%	-1.2%	-7.9%	-8.7%	9.8%
3) COc1ccc(OC)c(C2SCCN2S(=O)(=O)c2cccc(C(F)(F)F)c2)c1 (centres undefined)
  -4.5%	-4.5%	-6.6%[11.5 µM]	-1.6%	-3.6%	-12.6%	-11.3%	u	39.1%[activator]
4) Cn1nnc(NCc2cc(Br)ccc2OCc2cccs2)n1
  11.5%	-0.4%	-6.5%	-5.2%[12.7 µM]	9.1%	-3.1%	-24.2%	4.6%	28.6%
5) CC(C)NC(=O)CSc1nc(Cc2cccs2)nc2ccccc12
  1.5%	-7.5%	-7.9%	25.1µM*	-10.3%	-3.1%	-31.5%	-4.5%	27.2%
6) Cn1nc(C(=O)Nc2cccc(S(=O)(=O)N3CCOCC3)c2)c2ccccc2c1=O
  -9.4%	-13.5%	-1.5%	0.4%[0.501 µM]	11.8%	x	-12.8%	-5.2%	11.4%
7) Cn1c(CNC(=O)CCNC(=O)c2ccccc2)cc(=O)n(C)c1=O
  -11.7%[57.1 µM]	-10.6%	i	14.4%	-2.9%	0.4%	-26.1%	-1.5%	6.2%
8) Cc1cccc(-n2c(O)c(C=Nc3ccccc3N)c(=O)[nH]c2=O)c1
  5.0%	-0.3%	0.5%	-35.2%[59 µM]	18.0%	-10.0%	-2.2%	-0.7%	30.2%
9) O=C(Oc1cccc(-n2cnnn2)c1)C1CCCCC1
  -1.7%	20.2%	-8.7%	13.3%	x	0.0%	10.5%	-6.2%	34.5%
10) CC(=O)c1cccc(S(=O)(=O)Nc2ccc3nc(C)sc3c2)c1
  x	73.2%[activator]	-1.5%	u	0.9%	-3.8%	-2.9%	-6.9%	17.5%
11) Cc1ccccc1C(=O)NC1CCN(CC(=O)Nc2ccccc2Cl)CC1
  0.9%	2.0%	-6.7%	x	-0.9%	0.4%	5.6%	-0.8%	32.6%
12) Cc1ccccc1-c1nc(CS(=O)(=O)CC(=O)NCCc2ccccc2)c(C)o1
  -18.5%&-18.9%	14.2%&-1.1%	0.0%&8.3%	7.2%	-7.1%&0.5%	-1.7%&-6.6%	-14.9%&-13.8%	u	12.1%&29.4%
13) Cc1ccc(NC(=O)CN2C(=O)CCc3cc(S(=O)(=O)N4CCOCC4)ccc32)cc1F
  -24.5%	12.8%	8.8%	-1.1%[12.7 µM]	1.4%	-2.0%	4.0%	-4.5%	28.5%
14) NC(=O)NC(=O)COC(=O)/C=C/c1cccc(Br)c1
  -2.2%	-7.9%	-4.9%	4.0%	-0.5%	-7.5%	-23.1%	-3.2%	22.2%
15) CCn1c(COc2cccc(OC)c2)nnc1SCC(=O)Nc1ccccc1C(=O)OC
  5.4%	16.7%	2.9%	19.2%	10.5%	-8.3%	-19.4%	1.2%	24.3%
16) CN(C)C(=O)COC(=O)c1cccc(S(=O)(=O)N2CC3(C)CC2CC(C)(C)C3)c1 (centres undefined)
  8.3%	-18.0%	-5.7%	16.1%[59 µM]	1.1%	x	-10.1%	-0.7%	19.5%
17) O=C1N/C(=C/c2ccsc2)C(=O)N1c1ccccc1
  -0.5%	8.9%	-3.1%	x	8.3%	4.4%	1.9%	0.8%	25.1%
18) Cc1cc(C(=O)COC(=O)C2CC2)c(C)n1-c1ccc(F)cc1
  -34.4%	127.1%[activator]	0.2%	u	-0.1%	-4.8%	-25.6%	-4.7%	-8.9%
19) CCOC(=O)c1cccc(C2=CC(=O)CC(C)(C)C2)c1
  6.4%	-14.7%	-2.3%	-11.9%[0.501 µM]	0.0%	x	-15.0%	-1.7%	37.3%
20) Cc1cccc(C)c1NC(=O)CNC(=O)c1cccc(S(=O)(=O)NCc2cccs2)c1
  -6.7%	14.2%	-0.6%	-44.4%[2.33 µM]	-1.5%	x	3.7%	3.7%	23.4%
21) COc1ccccc1NC(=O)CN(c1ccccc1OC)S(=O)(=O)c1ccccc1
  -1.7%	-7.1%	3.5%	32.6%	-2.8%	-8.7%	-18.6%	6.1%	13.5%
22) Cc1ccccc1NCC(=O)N=Nc1c(O)[nH]c2ccc([N+](=O)[O-])cc12
  -6.4%	43.8%[activator]	-1.9%	u	3.1%	-7.5%	-20.5%	u	43.0%[activator]
23) CN(C)S(=O)(=O)c1ccc2c(c1)nc(CCC(=O)NCc1ccc(Cl)cc1)n2C
  -14.7%	-15.9%	3.7%	4.0%	0.1%	0.2%	-4.2%	7.4%	17.4%
24) CCOC(=O)[C@H]1[C@H]2COc3cc(OC)ccc3[C@@H]2N2C(=O)c3cc(OC)ccc3NC(=O)[C@@]12C
  -18.9%	18.3%	-3.1%	8.6%[2.33 µM]	-7.7%	x	-14.1%	1.3%	22.5%
25) COc1ccc2ccccc2c1CN1CCSCC1
  56.2µM*	20.7%	-3.6%	x	2.6%	-6.1%	44.7µM*	0.4%	u
26) O=C(Nc1ncc(Cc2cccc(Cl)c2Cl)s1)C1CCCO1 (centres undefined)
  -25.9%	43.4%[activator]	-1.4%	3.7%	-5.8%	-5.8%	-21.1%	-1.3%	30.8%
27) Cc1ccc2occ(CC(=O)Nc3ccc(S(=O)(=O)N4CCC(C)CC4)cc3)c2c1
  -13.1%	-17.5%	-3.4%	u	-0.9%	-9.9%	-27.8%	16.1%	10.7%
28) COc1ccc(-c2cc(C(F)F)n3ncc(C(=O)N4CCCc5ccccc54)c3n2)cc1
  -5.2%	36.9%[activator]	9.0%	36.4%	-7.3%	0.3%	-7.6%	-5.2%	32.6%
29) Cn1ccc2c(OCC(=O)NCc3ccccc3)cccc2c1=O
  -34.9%	22.0%	0.1%	1.7%[59 µM]	4.5%	2.3%	-5.2%	0.3%	5.3%
30) Clc1ccc(OCc2cnc(Cl)s2)cc1
  73.0%[activator]	16.7%	i	222.6%[activator]	-4.2%	-5.9%	52.4%[activator]	6.1%	130.4%[activator]

Filtered by structure, the entries above with bromine
Every second line gives: BAZ2B block	Pol iota inh	PGK inhibitor	G9a block	GLS inhibitor	BLM helicase inh	JMJD2A Tudor inh	Pin1 inhibitor	HP1b chromo inh
4) Cn1nnc(NCc2cc(Br)ccc2OCc2cccs2)n1
  11.5%	-0.4%	-6.5%	-5.2%[12.7 µM]	9.1%	-3.1%	-24.2%	4.6%	28.6%
14) NC(=O)NC(=O)COC(=O)/C=C/c1cccc(Br)c1
  -2.2%	-7.9%	-4.9%	4.0%	-0.5%	-7.5%	-23.1%	-3.2%	22.2%

Carrying on.
Every second line gives: BAZ2B block	Pol iota inh	PGK inhibitor	G9a block	GLS inhibitor	BLM helicase inh	JMJD2A Tudor inh	Pin1 inhibitor	HP1b chromo inh
31) Cc1[nH]c2ccc(OC(F)(F)F)cc2c1CCN1C(=O)c2ccc(C(=O)O)cc2C1=O
  -27.1%	14.3%	3.8%	-41.6%	27.7%	-2.4%	-35.6%	-6.1%	50.8%[activator]
32) Cc1ccc2sc(C)[n+](CCC(C)S(=O)(=O)[O-])c2c1 (centres undefined)
  8.6%	u	0.9%	-6.9%[59 µM]	4.2%	0.9%	-7.5%	10.4%	55.4%[activator]
33) CCn1c(CNC(=O)c2cccc(C)c2)nc2ccccc21
  9.6%	25.8%	7.8%	-7.2%	0.1%	-1.0%	-7.6%	-4.9%	11.5%
34) C=C(C)Cn1c(SCC(=O)N/N=C/c2ccccc2OCC(=O)O)nnc1-c1ccc(Br)cc1
  u	-2.5%	-4.1%	x	8.1%	1.0%	-28.9%	6.0%	12.5%
35) Cc1nn(-c2ccccc2)c(-n2cccc2)c1C(=O)NCc1ccccc1Cl
  8.5%	-7.8%	-2.4%	30.1%[activator][59 µM]	-23.1%	-7.0%	14.4%	2.2%	66.3%[activator]
36) N#Cc1cnn(-c2nc(SCc3ccccc3)nc3sc4c(c23)CCCC4)c1N
  -6.3%	1.7%	-7.8%	37.2%[12.7 µM]	0.9%	-6.6%	-11.1%	24.0%	26.8%
37) Cc1cc(C)nc(SCCn2c(N3CC(C)OC(C)C3)nc3c2c(=O)n(C)c(=O)n3C)n1 (centres undefined)
  2.0%	87.1%[activator]	9.8%	0.2%	-7.1%	-2.1%	12.7%	1.3%	32.5%
38) CCS(=O)(=O)c1ncc(Cl)c(C(=O)Nc2ccc(C)cc2)n1
  u	63.4%[activator]	3.3%	x	-0.2%	-2.5%	-7.5%	u	25.0%
39) CN(C)C1=NC[C@H](Cc2ccccc2)N1CC1CCC(C(C)(C)C)CC1 (some centres undefined)
  -6.6%	52.5%[activator]	-4.0%	-0.9%	2.8%	1.4%	-21.7%	-1.4%	15.8%
40) O=c1c2[nH]c3ccc(F)cc3c2ncn1CCN1CCN(Cc2ccccc2)CC1
  -3.2%	8.3%	-7.6%	3.9%[59 µM]	0.6%	4.0%	-25.4%	0.9%	4.4%
41) O=C1CCCc2nc3c(cc21)C(O)Oc1ccccc1-3 (centres undefined)
  3.9%	34.6%[activator]	i	u	-10.6%	-1.2%	-17.3%	18.2%	2.1%
42) CN(CC(=O)Nc1ccc(F)cc1)C(=O)CN1C(=O)NC2(CCCc3ccccc32)C1=O (centres undefined)
  -6.3%	10.3%	16.2%	u	3.7%	0.2%	-3.4%	-0.2%	17.2%
43) CCOC(=O)C1(Cc2ccccc2)CCN(C2Cc3ccccc3C2)CC1
  -34.4%	53.9%[activator]	9.2%	u	-0.1%	-3.5%	-28.4%	-2.8%	12.7%
44) O=C(NCCCN1CCN(c2ccccc2)CC1)c1sc2ncccc2c1-n1cccc1
  u	-3.4%	i	-30.2%[59 µM]	3.4%	3.8%	u	-4.2%	-16.0%[57 µM]
45) Cc1cc(-c2ccccc2)nc(=O)[nH]1
  u	u	-0.1%	12.6%[59 µM]	-4.2%	1.1%	-16.4%	10.1%	29.0%
46) CC(=O)c1ccc(NC(=O)C(C)NCc2ccc(Cl)cc2)cc1 (centres undefined)
  x	0.0%	-0.3%	7.5%	1.4%	-6.3%	-9.2%	10.4%	46.9%[activator]

Screens as filed in PubChem.
